Wnt act: activators of Wnt/beta-catenin signaling; hit rate 1.2% among 300,000; activation, % at 9.35 µM; Wnt/beta-catenin reporter cell assay, activator, plate reader; in the data active = activation above about 30%, passing the limit was not always enough;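 also: 0% = neutral control wells and 100% = positive control wells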
An asterisk follows results filed as active. Only part of the results is shown; count on the stated rates, not on these rows.

Wnt act	mol
-2	Clc1cccc(Cc2c(-c3ccco3)nc3ccc(Br)cn23)c1
-4	CCc1nc2c(OCc3ccc(OC(F)F)cc3)cccn2c1N(C)C(=O)c1ccco1
1	CC(=O)N1CCN(C(C(=O)Nc2c(C)cccc2C)c2cccc(F)c2)CC1 (stereo not given)
2	C[C@@H]1Cn2cnc(C(=O)N(C)Cc3ccccc3)c2C(=O)N1
-2	COc1cccc(CNC(=O)c2cc3c(c(-c4cccc(-c5cccc(C#N)c5)c4)n2)[C@H](CCO)N(S(=O)C(C)(C)C)C3)c1 (stereo not given in full)
-6	CSCc1cc(C(=O)NC2CC2)c(N)s1
-1	COC(=O)c1ccc(CN2C(=O)[C@]3(OCCC=C[C@H]3C)c3ccccc32)cc1
-1	CC1(Oc2ccccc2)CCN(Cc2csc3ccccc23)C1 (stereo not given)
-1	Cc1ccc(CNC(=O)[C@H]2O[C@@H](n3cnc4c(N)ncnc43)[C@H](O)[C@@H]2O)o1
-1	CC(=O)N1Cc2cc(C(=O)NCC(F)(F)F)nc(-c3cccc(-c4cccnc4)c3)c2[C@H]1CCO

3 entries out of the list, ordered by length of the SMILES, highest first:
Wnt act	mol
-1	CC(=O)N1Cc2cc(C(=O)NCC(F)(F)F)nc(-c3cccc(-c4cccnc4)c3)c2[C@H]1CCO
-1	COC(=O)c1ccc(CN2C(=O)[C@]3(OCCC=C[C@H]3C)c3ccccc32)cc1
1	CC(=O)N1CCN(C(C(=O)Nc2c(C)cccc2C)c2cccc(F)c2)CC1 (stereo not given)

The list goes on.
Wnt act	mol
3	CNc1cc(-c2ccc(CC#N)cc2)ncn1
4	CC1=NNC(=O)C1CCC(=O)N/N=C/c1ccc(C)cc1 (stereo not given)
-1	CCS(=O)(=O)N1Cc2cc(C(=O)N(C)C)nc(-c3cccc(-c4ccc(F)cc4)c3)c2[C@@H]1CCO
-3	CCN(CC)S(=O)(=O)c1cccc(C(=O)N[C@@H](C)c2nc3ccccc3[nH]2)c1
-2	COc1ccccc1CNC(=O)C[C@@H]1CC[C@H]2[C@@H](COC[C@H](O)CN2Cc2ccccc2)O1
-4	Cc1cc(N2CCN(CC(C)(C)O)C[C@@H]2C)ccc1N1CCN(Cc2ccccc2)[C@H](C)C1
1	COCCN1C(=O)COc2ccccc2C1C(=O)Nc1c(C)cccc1C (stereo not given)
1	COC(=O)C1=C(C)N(C)C(=NCc2ccc3c(c2)OCO3)NC1c1cccc(F)c1 (stereo not given)
-2	Cc1ccc(C)c(C(O)c2ncc(-c3cccc4ccccc34)[nH]2)c1 (stereo not given)
-2	COC(=O)CCCn1cc(CN2CC(N3CCN(Cc4ccccc4F)CC3)CS2(=O)=O)nn1 (stereo not given)

Reprinted at random: 4 entries already listed.
Wnt act	mol
-2	Cc1ccc(C)c(C(O)c2ncc(-c3cccc4ccccc34)[nH]2)c1 (stereo not given)
-4	CCc1nc2c(OCc3ccc(OC(F)F)cc3)cccn2c1N(C)C(=O)c1ccco1
1	CC(=O)N1CCN(C(C(=O)Nc2c(C)cccc2C)c2cccc(F)c2)CC1 (stereo not given)
-1	CC(=O)N1Cc2cc(C(=O)NCC(F)(F)F)nc(-c3cccc(-c4cccnc4)c3)c2[C@H]1CCO

Later entries:
Wnt act	mol
-5	COP(=O)(OC)OC(C(=O)c1ccccc1)c1ccccc1 (stereo not given)
-2	O=C1Nc2ccccc2-n2nnnc2C1N1CCN(c2ccc(C(F)(F)F)cc2[N+](=O)[O-])CC1 (stereo not given)
-1	COc1ccc(Br)c(Cn2c(C)c(C(=O)NCCC#N)sc2=O)c1
-7	COc1ccccc1NS(=O)(=O)c1cc(C(=O)NC2CCN(Cc3ccccc3)CC2)ccc1C
3	CCOC(=O)C1(C)CCCN1C(=O)c1ccc2ccccc2c1 (stereo not given)
-3	O=C(NCc1ccc(Cl)nc1)c1csc([C@@H]2O[C@H](CO)[C@H](O)[C@H](O)[C@H]2O)n1
-3	Fc1cccc(Cc2c(-c3ccccc3)nc3c(Cl)cc(C(F)(F)F)cn23)c1
4	CCCCOC(=O)C(C)Nc1n[nH]c(=S)[nH]c1=O (stereo not given)
-2	O=C(C(=O)N1CCN(c2ccccc2F)CC1)c1ccccc1
-5	COC(=O)[C@]12C[C@H](CC(=O)NCc3ccccc3)C(=O)N(Cc3ccccc3)C1=C[C@H](C(C)C)O[C@@H]2C1CC1

(further entries)
Wnt act	mol
-3	Cn1ccc2c(N3CCCCCC3)cc3c(c21)C1CCC3O1 (stereo not given)
-3	CSCCC(c1nnnn1C1CCCCC1)N1CCN(C/C=C/c2ccccc2)CC1 (stereo not given)
11	CC1(C)OC(=O)C2=C(CC(CCc3ccccc3)OC2CCc2ccccc2)O1 (stereo not given)
-1	Cc1noc(C)c1S(=O)(=O)N1CCCCC1c1cc(C(=O)Nc2cccc3c2CCCC3)no1 (stereo not given)
-2	CCOC(=O)N[C@@H](Cc1cccnc1)C(=O)N1CCC[C@H]1C(=O)NC1CCCC1
-1	CCc1nc2ccc(C(=O)Nc3cccc(OC)c3)cn2c1N(CCC(C)C)CCN(C)C
-1	CCOC(=O)N(C)c1c(CC)nc2c(OCc3ccc(S(C)(=O)=O)cc3)cccn12
3	CCc1nc2c(OCc3c(C)noc3C)cccn2c1N(C=O)Cc1ccccc1
-1	COc1ccc(OC)c(CNC(=O)c2cc(=O)[nH]c3ccc(S(=O)(=O)N4CCCC4)cc23)c1
-3	CC(C)(C)n1nc(C2CC2)c(Br)c1NC(=O)c1ccccc1Cl

(cont.)
Wnt act	mol
-1	Cc1c(Cl)cccc1NC(=O)C1CCCCC1
-18	COC(=O)C1=C(C)N(Cc2ccc(C(F)(F)F)cc2)C(=NCC2CC2)NC1c1ccccc1 (stereo not given)
-2	CC(C)C[C@H](NC(=O)c1ccccc1)C(=O)N1CCC[C@H]1C(=O)NCc1ccccc1
0	CCc1nc2ccc(C(=O)Nc3cccc(OC)c3)cn2c1N(CC)CCN(C)C
-10	COC(=O)c1cc2c(c3c4cc(OC)ccc4n(S(=O)(=O)c4ccc(OC)cc4)c13)C(=O)N(Cc1ccccc1)C2
-1	CC1=C(C(=O)N2CCCCCC2)CC(CC(=O)NCCc2ccccn2)C(=O)N1Cc1ccccc1 (stereo not given)
-1	O=C(Cc1cc(C(F)(F)F)cc(C(F)(F)F)c1)Nc1c(-c2ccccc2)[nH][nH]c1=O
-1	Nc1nc2c(ncn2[C@@H]2O[C@H](CNCc3ccc(F)c(N4CCOCC4)c3)[C@@H](O)[C@H]2O)c(=O)[nH]1
-2	CC1(c2nnnn2Cc2ccccc2)CCC(=O)N1CCc1ccc(O)cc1 (stereo not given)
-3	COC(=O)[C@@]12C[C@@H](CC(=O)NCc3cccs3)C(=O)N(Cc3ccco3)C1=CCC(C)(C)C2

Additional structures follow.
Wnt act	mol
-1	CCc1nc2ccc(C(=O)NC(C)(C)C)cn2c1N(CC)Cc1cccc(Br)c1
0	CCOC(=O)C1(C)CCCN(C(=O)c2ccc3snnc3c2)C1 (stereo not given)
-2	Cc1cc2c(cc1C)N1C(=O)c3cc4ccccc4cc3NC(=O)C1C(=O)N2 (stereo not given)
-2	Cc1cc(Br)cn2c(Cc3cccc(Cl)c3)c(C3CCCCC3)nc12
3	CCN(CC)c1cc2c(c3c1ccn3C)C1CCC2C1 (stereo not given)
-1	CC1(C(=O)NCc2ccccc2)CN(S(C)(=O)=O)CC(=O)N1CCCn1ccnc1 (stereo not given)
-3	Cc1cccc(C)c1-n1nnnc1C(c1ccnc2ccccc12)N(CCC#N)Cc1ccccc1 (stereo not given)
-8	CCn1cc(CNC(=O)CCSc2nc(-c3ccco3)cc(C(F)(F)F)n2)cn1
3	COc1ccccc1Cc1c(-c2ccc(Cl)cc2)nc2ccc(C)cn12
0	CC1(C(=O)Nc2ccc3c(c2)OCO3)CCN1Cc1ccccc1OC(F)F (stereo not given)

Going on with the list.
Wnt act	mol
-2	Cc1ccccc1CN1[C@@H](CC(C)C)COc2cc(Br)ccc2S1(=O)=O
-1	C[C@H]1CN([C@@H](C)CO)C(=O)CCCn2nncc2CO[C@@H]1CN(C)S(=O)(=O)c1cccs1
-1	CC1(C(=O)NS(=O)(=O)c2ccc(C#N)cc2)CCN1C(=O)CC1CCCC1 (stereo not given)
-3	Cc1ccc(S(=O)(=O)N(C)c2cccc3c2S(=O)(=O)N([C@H](C)c2ccccc2)C[C@@H](COCc2ccccc2)O3)cc1
-3	CC(C)(C)NC(=O)C(c1cccc2ccccc12)n1c(=O)c(-c2ccco2)nc2ccccc21 (stereo not given)
6	N#Cc1ccc(C(C(=O)Nc2ccc3c(c2)OCCO3)n2c(=O)c(-c3ccco3)nc3ccccc32)cc1 (stereo not given)
-6	OC(c1ccc(Cl)c(Cl)c1)c1ncc(-c2ccccc2Cl)[nH]1 (stereo not given)
-26	COC(=O)C1=C(C)N(Cc2cccc(C(F)(F)F)c2)C(=NCc2ccc(C(F)(F)F)cc2)NC1c1ccc(C(F)(F)F)cc1 (stereo not given)
1	COc1cccc(CNC(=O)[C@H]2CCCN2C(=O)[C@H]2CCCN2C(=O)c2cccs2)c1
-5	COc1ccc(-c2cc(NC(=O)Cc3c[nH]c4ccccc34)ccc2Nc2cccnc2)c(OC)c1

(continued)
Wnt act	mol
-1	C=CCN(CC=C)Cc1cc(=O)oc2cc(C)c(C)cc12
641*	COC(=O)c1cc(C)nc(Nc2nc(C(N)Cc3ccc(Cl)cc3)cs2)n1 (stereo not given)
-1	CC(C)N(C(=O)Cn1cc(S(=O)(=O)CC(=O)NCCc2ccccc2)c2ccccc21)C(C)C
-3	CCC(c1nnnn1-c1ccc2c(c1)OCCO2)N1CCN(c2ccccc2OC)CC1 (stereo not given)
1	COc1cc(F)ccc1-c1csc(C(O)c2ccc(F)c(F)c2)n1 (stereo not given)
10	OC(c1ccccc1)c1ncc(-c2ccc(C(F)(F)F)cc2)[nH]1 (stereo not given)
-1	CCc1nc2ccc(C(=O)NCCc3ccccn3)cn2c1N(C)Cc1ccc(N(C)C)cc1
2	COc1ccc(Cl)cc1-c1cc(C(=O)NCc2cccc(C(F)(F)F)c2)[nH]n1
-2	OC[C@@H]1CN(Cc2ccco2)C[C@H](n2cnc3c(NC4CCC4)ncnc32)O1
-1	COC(=O)c1cccc(CN2C(=O)C(C)Sc3ccc(C#N)cc32)c1 (stereo not given)

(next part)
Wnt act	mol
26	COc1cc(NC(=O)c2ccc(-c3ccnn3C)c3ccoc23)cc(OC)c1OC
-3	Cc1ccc(C)c(N2CCN(C(C(=O)NC3CCCC3)c3ccco3)CC2)c1 (stereo not given)
-3	CCN(CC)C(=O)c1cccc(-c2csc(C(NC(C)=O)c3ccc(F)c(F)c3)n2)c1 (stereo not given)
7	CCN1CCN(C(C(=O)NC2CCCCC2)c2cc3ccccc3o2)CC1 (stereo not given)
-1	CC(C)C[C@H]1CN([C@@H](CC(C)C)CN2CCC[C@H]2CN2C(=O)C(=O)NC[C@@H]2Cc2ccccc2)C(=O)C(=O)N1CCc1ccccc1
0	COC(=O)C1=C(C)N(CC2CC2)C(=O)N[C@H]1c1ccc(Br)cc1
-3	CC1=C(C(=O)N(C(C)C)C(C)C)CC(CC(=O)NC(c2ccccc2)c2ccccc2)C(=O)N1Cc1ccc(C(C)(C)C)cc1 (stereo not given)
-1	CC(C)NC(=O)C1(C)CN(S(C)(=O)=O)CC(=O)N1CCCN1CCOCC1 (stereo not given)
-2	COCCCNC(=O)C[C@@H]1C[C@@]2(C(=O)OC)CC(C)(C)CC=C2N(Cc2ccccc2)C1=O
-1	CN(C(=O)c1ccc(NC(=O)Cc2cccc(NC(=O)C3CCN(C(=O)CCc4ccccc4)CC3)c2)cc1)C1CC1

The list goes on:
Wnt act	mol
-1	C=CCN(CC=C)Cc1cc(=O)oc2cc(OC)c(Cl)cc12
-5	COC(=O)C1=C(C)N(Cc2ccccc2C(F)(F)F)C(=NCc2cc(OC)c(OC)c(OC)c2)NC1c1ccccc1C(F)(F)F (stereo not given)
-1	CCCNC(=O)c1cc(C2CCCN(C(=O)c3cc(C(C)(C)C)nn3C)C2)on1 (stereo not given)
0	C[C@H](O)[C@@H]1CN2CCc3c([nH]c4ccccc34)[C@@H]2C[C@@H]1N(C)C(=O)Nc1ccc(Br)cc1
0	Cc1cc(C(=O)N2CCC2(C)C(=O)NS(=O)(=O)c2cccc(OC(F)F)c2)nn1C (stereo not given)
7	CC(C)c1cc(C(=O)NCCc2cccs2)c(N)s1
-6	OC[C@@H]1CN(Cc2cccs2)C[C@H](n2cnc3c(NCc4ccco4)ncnc32)O1
-1	Cc1ccc(CNC(=O)c2ccc(S(=O)(=O)N3CCCC3)cc2)cc1
-1	CN1CCN(C(=O)c2cc3c(c(-c4cccc(Br)c4)n2)[C@H](CCO)N(S(=O)C(C)(C)C)C3)CC1 (stereo not given in full)
-4	CCNC(=O)C1CCCN(C(=O)c2ccccc2F)CC1 (stereo not given)

Later entries
Wnt act	mol
-1	CCOc1ccc(NC(=O)CSc2nc3cc(C(=O)NCC4CCCO4)ccc3c(=O)n2CC2CCCO2)cc1 (stereo not given)
-2	O=C1Nc2ccccc2N=C(c2ccc3c(c2)OCO3)C1N(CCc1ccccc1)C(=O)CSc1ncccn1 (stereo not given)
-2	COc1cccc2[nH]c(-c3ccccn3)nc12
-1	O=C(COC(=O)c1cccc(F)c1)Nc1cccc(S(=O)(=O)N2CCCCC2)c1
0	COc1cc(NS(=O)(=O)c2ccc(NC(=O)c3ccc(S(=O)(=O)N4CCCC4)cc3)cc2)ncn1
-5	Cc1ccccc1Cn1c(C)c(C(=O)NCc2cccc(Cl)c2)sc1=O
0	CCc1nc2ccc(C(=O)N3CCN(C(C)=O)CC3)cn2c1N(CCC(C)C)CCN(C)C
-1	O=C(NCC1CCCCC1)c1ccc2sc([C@H]3C[C@H](O)[C@@H](CO)O3)nc2c1

In the list so far, 7 have a cyano group:
Wnt act	mol
-2	COc1cccc(CNC(=O)c2cc3c(c(-c4cccc(-c5cccc(C#N)c5)c4)n2)[C@H](CCO)N(S(=O)C(C)(C)C)C3)c1 (stereo not given in full)
3	CNc1cc(-c2ccc(CC#N)cc2)ncn1
-1	COc1ccc(Br)c(Cn2c(C)c(C(=O)NCCC#N)sc2=O)c1
-3	Cc1cccc(C)c1-n1nnnc1C(c1ccnc2ccccc12)N(CCC#N)Cc1ccccc1 (stereo not given)
-1	CC1(C(=O)NS(=O)(=O)c2ccc(C#N)cc2)CCN1C(=O)CC1CCCC1 (stereo not given)
6	N#Cc1ccc(C(C(=O)Nc2ccc3c(c2)OCCO3)n2c(=O)c(-c3ccco3)nc3ccccc32)cc1 (stereo not given)
-1	COC(=O)c1cccc(CN2C(=O)C(C)Sc3ccc(C#N)cc32)c1 (stereo not given)

Source: PubChem
